# Source: PubChem BioAssay
# Pf Dd2 growth: P. falciparum Dd2 growth inhibitors, primary screen, SYBR Green fluorescence, single dose replicates; 72 h; active compounds read low; activity change, % at 10 µM; hit rate 2.3% among 94,000; AID 1159554, 2015; in the data active means activity change below about -80%
# T cruzi growth: T. cruzi intracellular proliferation inhibitors, primary screen, cell-based, beta-gal Tulahuen parasites, NIH3T3 host, luminescence; T. cruzi beta-gal in NIH3T3, GalScreen luminescence, 90 h; inhibition, % at 8.34 µM; hit rate 5.9% among 77,000; AID 624255, 2012;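 active means mean inhibition above about 93%, with at least 55% of replicates each passing it, limit read from the data, passing the limit was not always enough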
# GASC1 inh: inhibitors of GASC-1 (KDM4C) histone demethylase, primary screen, biochemical, single concentration HTS | inhibition, % at 12.5 µM | GST-KDM4C 2-372, H3K9me3 peptide, LANCE TR-FRET | AID 720574, 2013 | hit rate 0.15% among 96,000 | Lysine-specific demethylase 4C (Homo sapiens), Q9H3R0;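 active means mean replicate inhibition above about 25%, with at least 55% of replicates also reaching it, limit read from the data, passing the limit was not always enough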
# Target sequence (Q9H3R0 2-372 limits assumed): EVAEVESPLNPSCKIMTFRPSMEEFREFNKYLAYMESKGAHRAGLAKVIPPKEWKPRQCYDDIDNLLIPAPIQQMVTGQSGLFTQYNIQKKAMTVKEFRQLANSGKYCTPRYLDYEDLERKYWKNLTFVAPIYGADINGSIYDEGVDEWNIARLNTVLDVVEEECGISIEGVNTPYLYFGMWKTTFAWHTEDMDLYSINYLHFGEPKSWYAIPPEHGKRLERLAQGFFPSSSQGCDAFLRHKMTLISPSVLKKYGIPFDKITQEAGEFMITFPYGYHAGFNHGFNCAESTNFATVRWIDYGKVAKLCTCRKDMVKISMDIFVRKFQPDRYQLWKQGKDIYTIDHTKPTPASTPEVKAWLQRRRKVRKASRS
#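 Test system – GST-tagged GASC-1 (JMJD2C) catalytic fragment, aa 2-372 · Medium – HEPES buffer, pH 7.5, plus ascorbate · Reagent – H3K9me3 peptide with Fe(II)/2OG · Compound – one test concentration per compound · Timing – 30 min reaction, 60 min detection, RT · Technique – TR-FRET with Eu antibody and ULight streptavidin, EDTA stop · Read-out basis – inhibition from TR-FRET ratio decrease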
# C diff growth: C. difficile growth inhibitors, primary screen, HTS. Clostridium difficile clinical isolate growth, OD600, 24 h; active compounds read low. growth activity, negative = inhibition, % at 16 µg/mL (by protocol). hit rate 0.25% among 86,000. AID 1259249, 2017;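 active means mean growth activity at or below -80% and every replicate also at or below -80%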;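 further: 0% = DMSO wells and -100% = levofloxacin 16 µg/mL wells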
# Numbers without * were called inactive; / = no result given.
# Short keys – A = Pf Dd2 growth; B = T cruzi growth; C = GASC1 inh; D = C diff growth
> C[C@@H]1CN([C@H](C)CO)C(=O)c2cc(NC(=O)Nc3ccc4c(c3)OCO4)ccc2O[C@@H]1CN(C)C(=O)Nc1ccc2c(c1)OCO2
  A: -7.1 | B: -7.9 | C: 1.4 | D: -5.4
> CO[C@H]1CN(C)C(=O)c2ccc(NC(=O)Nc3c(C)noc3C)cc2OC[C@@H](C)N(CC2CC2)C[C@@H]1C
  A: -29.8 | B: -1.2 | C: 1.3 | D: /
> C[C@@H]1CN([C@@H](C)CO)C(=O)CCCn2nncc2CO[C@H]1CN(C)S(=O)(=O)c1ccc(-n2cccn2)cc1
  A: -10.8 | B: -37.7 | C: / | D: /
> COc1ccc(NC(=O)N(C)C[C@H]2OCCCC[C@H](C)Oc3ccc(NC(=O)Nc4cccc5ccccc45)cc3C(=O)N([C@@H](C)CO)C[C@H]2C)cc1
  A: -84.9* | B: -16.2 | C: -0.2 | D: 2.1
> COc1ccc(S(=O)(=O)N[C@H]2C=C[C@H](CC(=O)N3CCC(Cc4ccccc4)CC3)O[C@@H]2CO)cc1
  A: -29.2 | B: 57.0 | C: 0.4 | D: -2.2
> C[C@@H]1CN([C@H](C)CO)C(=O)c2cc(-c3ccccc3)cnc2O[C@H]1CN(C)C(=O)c1ccccc1F
  A: 2.3 | B: / | C: -1.3 | D: 0.6
> CO[C@H]1CN(C)C(=O)c2cc(NS(C)(=O)=O)ccc2OC[C@H](C)N(Cc2cncnc2)C[C@@H]1C
  A: 30.6 | B: 55.6 | C: 0.3 | D: /
> Cc1noc(C)c1S(=O)(=O)Nc1cccc2c1O[C@H](CN(C)Cc1ccc(C(=O)O)cc1)[C@@H](C)CN([C@H](C)CO)C2=O
  A: 31.0 | B: / | C: / | D: -2.8
> C[C@@H]1CN([C@@H](C)CO)C(=O)c2cc(NC(=O)Nc3ccc4c(c3)OCO4)ccc2O[C@@H](C)CCCCO[C@@H]1CN(C)C(=O)Cc1ccccc1
  A: -66.9 | B: -4.3 | C: 0.3 | D: 12.6
> CN(C)C(=O)C[C@@H]1C=C[C@@H](NC(=O)NC2CCCC2)[C@H](CO)O1
  A: -12.2 | B: / | C: -0.4 | D: -0.8
> C[C@@H]1CN([C@H](C)CO)C(=O)c2cc(NS(=O)(=O)c3cn(C)cn3)ccc2O[C@@H]1CN(C)Cc1ccc(-c2ccccc2)cc1
  A: -6.7 | B: 15.2 | C: -0.7 | D: -14.6
> O=C(C[C@H]1CC[C@H]2[C@@H](COC[C@H](O)CN2S(=O)(=O)c2ccc(Cl)cc2)O1)NCCN1CCCC1
  A: 2.0 | B: 7.1 | C: -1.5 | D: 1.2
> CCCN(C)C[C@@H]1Oc2ncc(-c3ccccc3OC)cc2C(=O)N([C@@H](C)CO)C[C@H]1C
  A: -68.7 | B: / | C: 13.7 | D: 1.8
> CCC(=O)N1C[C@H](C)[C@H](OC)CN(C)C(=O)c2ccc(NC(=O)NC(C)C)cc2OC[C@H]1C
  A: 20.5 | B: / | C: -1.3 | D: 2.4
> C/C=C/c1ccc([C@H]2[C@@H](CO)N(S(C)(=O)=O)[C@H]2CNC(C)C)cc1
  A: -33.1 | B: / | C: 1.6 | D: -6.0

# Four entries picked at random from the list so far:
# Short keys – A = Pf Dd2 growth; B = T cruzi growth; C = GASC1 inh; D = C diff growth
> CCC(=O)N1C[C@H](C)[C@H](OC)CN(C)C(=O)c2ccc(NC(=O)NC(C)C)cc2OC[C@H]1C
  A: 20.5 | B: / | C: -1.3 | D: 2.4
> Cc1noc(C)c1S(=O)(=O)Nc1cccc2c1O[C@H](CN(C)Cc1ccc(C(=O)O)cc1)[C@@H](C)CN([C@H](C)CO)C2=O
  A: 31.0 | B: / | C: / | D: -2.8
> COc1ccc(S(=O)(=O)N[C@H]2C=C[C@H](CC(=O)N3CCC(Cc4ccccc4)CC3)O[C@@H]2CO)cc1
  A: -29.2 | B: 57.0 | C: 0.4 | D: -2.2
> O=C(C[C@H]1CC[C@H]2[C@@H](COC[C@H](O)CN2S(=O)(=O)c2ccc(Cl)cc2)O1)NCCN1CCCC1
  A: 2.0 | B: 7.1 | C: -1.5 | D: 1.2

# (continued)
# Short keys – A = Pf Dd2 growth; B = T cruzi growth; C = GASC1 inh; D = C diff growth
> O=C(C[C@H]1CC[C@@H]2[C@H](COC[C@@H](O)CN2S(=O)(=O)c2ccc(F)cc2)O1)NCC1CC1
  A: -37.2 | B: 34.9 | C: -2.8 | D: -10.8
> Cc1ccccc1NC(=O)C[C@H]1CC[C@H]2[C@@H](COc3ccc(NC(=O)C4CCC4)cc3C(=O)N2C)O1
  A: -1.7 | B: -33.4 | C: 3.1 | D: -3.0
> CCC(=O)Nc1ccc2c(c1)C(=O)N(C)C[C@H](OC)[C@@H](C)CN(Cc1ccccc1OC)[C@H](C)CO2
  A: / | B: -19.4 | C: -0.4 | D: 0.2
> O=C(Cc1ccccn1)N1CC(=O)N2[C@H](CO)[C@H](c3ccc(-c4ccc(F)cc4)cc3)[C@H]2C1
  A: -24.2 | B: / | C: -0.1 | D: -9.5
> COc1ccc(S(=O)(=O)Nc2cccc3c2O[C@@H](CN(C)Cc2ccc(Cl)c(Cl)c2)[C@H](C)CN([C@@H](C)CO)C3=O)cc1
  A: -39.5 | B: 102.0* | C: 0.0 | D: 9.9
> CCCNC(=O)C[C@H]1C[C@@H]2c3cc(NS(=O)(=O)c4ccc(OC)cc4)ccc3O[C@@H]2[C@H](CO)O1
  A: 17.1 | B: -10.2 | C: -1.3 | D: 0.1
> O=C(C[C@@H]1C=C[C@@H](NC(=O)C2CC2)[C@@H](CO)O1)Nc1ccccc1
  A: -7.1 | B: -10.7 | C: -0.4 | D: 2.6
> Cc1ccccc1S(=O)(=O)N1CCCCN2[C@H](CO)[C@H](c3ccc(-c4ccccc4)cc3)[C@H]2C1
  A: -81.9* | B: 66.4 | C: / | D: 33.6
> CCNC(=O)C[C@@H]1C=C[C@H](NC(=O)C2CC2)[C@@H](CO)O1
  A: 8.1 | B: / | C: -0.2 | D: 4.0
> C[C@H](CO)N1C[C@H](C)[C@@H](CN(C)Cc2ccc(Cl)c(Cl)c2)OCCCC[C@H](C)Oc2ccc(NC(=O)c3ccccc3)cc2C1=O
  A: -2.4 | B: / | C: -0.9 | D: 8.2
> Cc1noc(C)c1NC(=O)Nc1ccc2c(c1)C(=O)N([C@@H](C)CO)C[C@H](C)[C@@H](CN(C)S(C)(=O)=O)O2
  A: -14.6 | B: 88.2 | C: 0.0 | D: /
> C[C@@H]1CN([C@@H](C)CO)C(=O)c2cc(-c3cncnc3)cnc2O[C@H]1CN(C)C(=O)CN1CCOCC1
  A: -17.2 | B: / | C: 0.9 | D: /
> O=C(Cc1cccnc1)N1CC(=O)N2[C@@H](CO)[C@H](c3ccc(/C=C/c4ccccc4)cc3)[C@@H]2C1
  A: 5.3 | B: / | C: 0.0 | D: -10.1
> C[C@H]1CN([C@@H](C)CO)C(=O)c2cccc(NC(=O)c3cnccn3)c2O[C@H]1CN(C)Cc1ccccc1
  A: -15.0 | B: 41.5 | C: 1.8 | D: 3.0
> CN(C)CC(=O)N1CC[C@@H]2[C@H]1c1cc(-c3ccccc3)ccc1N(C)[C@H]2CO
  A: -21.7 | B: 30.5 | C: 8.2 | D: -15.1
> CC(=O)Nc1ccc2c(c1)C(=O)N(C)[C@H]1CC[C@@H](CC(=O)NCC3CCCCC3)O[C@H]1CO2
  A: -2.8 | B: 11.2 | C: -2.0 | D: 3.8
> CC(C)C#Cc1ccc2c(c1)O[C@H](CN(C)C)[C@@H](C)CN([C@@H](C)CO)S2(=O)=O
  A: -17.3 | B: / | C: -2.0 | D: -1.1
> COc1ccccc1CNC(=O)C[C@H]1CC[C@H]2[C@@H](COc3ccc(NC(=O)Nc4ccc(F)c(F)c4)cc3C(=O)N2C)O1
  A: -29.5 | B: 55.6 | C: -1.3 | D: 0.9
> CO[C@@H]1CN(C)C(=O)c2cc(NC(=O)c3ccccc3)ccc2OC[C@H](C)N(C(C)=O)C[C@@H]1C
  A: -17.5 | B: -3.6 | C: 2.8 | D: /
> COc1ccc(NC(=O)Nc2ccc3c(c2)C(=O)N([C@@H](C)CO)C[C@H](C)[C@@H](CN(C)S(=O)(=O)c2cccs2)OCCCC[C@@H](C)O3)cc1
  A: -78.7 | B: -2.2 | C: -1.3 | D: -0.3
> C[C@H]1CN([C@@H](C)CO)C(=O)Cc2cc(NC(=O)Cn3cnnn3)ccc2O[C@H]1CN(C)Cc1ccccc1
  A: 9.3 | B: 20.4 | C: 0.0 | D: 1.3
> C[C@@H]1CN([C@H](C)CO)C(=O)c2cc(NC(=O)CCC(F)(F)F)ccc2O[C@@H](C)CCCCO[C@H]1CN(C)C(=O)c1ccncc1
  A: 9.3 | B: 6.9 | C: 8.3 | D: 0.7
> OC[C@@H]1[C@@H](c2ccc(C#CC3CC3)cc2)[C@@H]2CN(CCC(F)(F)F)CCCCN12
  A: 1.6 | B: 83.0 | C: / | D: 2.7
> O=C(c1cnccn1)N1CC(=O)N2[C@H](CO)[C@H](c3ccc(C#CCc4ccccc4)cc3)[C@H]2C1
  A: -17.9 | B: / | C: -0.6 | D: -6.5
> CCCNC(=O)N1C[C@H](O)COC[C@H]2O[C@@H](CC(=O)N3CCCCC3)CC[C@@H]21
  A: 4.9 | B: 21.0 | C: 0.6 | D: /
> CCS(=O)(=O)N1CCC2(CC1)CN(Cc1ccccc1F)[C@H](CO)c1c2c2ccc(OC)cc2n1C
  A: -76.8 | B: / | C: 0.3 | D: -5.2
> O=C(CN1CCOCC1)NC[C@@H]1N[C@@H](CO)[C@@H]1c1ccc(-c2ccccc2)cc1
  A: 6.1 | B: 6.9 | C: -0.7 | D: -12.9
> CCCC#Cc1ccc2c(c1)O[C@H](CN(C)CC1CCOCC1)[C@H](C)CN([C@H](C)CO)S2(=O)=O
  A: -19.8 | B: / | C: 0.1 | D: 4.6
> COc1cccc(C(=O)Nc2ccc3c(c2)OC[C@@H](C)NC[C@H](C)[C@H](OC)CN(C)C3=O)c1
  A: -8.1 | B: / | C: -0.2 | D: 1.4
> CCC(=O)N1[C@@H]2c3ccc(-c4ccc(F)cc4)c(=O)n3C[C@@H]2[C@@H](CO)[C@@H]1C(=O)NC1CCC1
  A: 2.3 | B: 6.8 | C: -2.8 | D: -6.0
> CNC[C@@H]1OCCCC[C@H](C)Oc2ccc(NC(=O)c3ccncc3)cc2C(=O)N([C@H](C)CO)C[C@@H]1C
  A: / | B: 42.6 | C: -2.8 | D: -1.3
> C[C@H](CO)N1C[C@H](C)[C@H](CN(C)C(=O)Cc2ccccc2)Oc2ncc(C#CCN(C)C)cc2C1=O
  A: 16.5 | B: / | C: -1.0 | D: 0.2
> C[C@H]1CN([C@@H](C)CO)C(=O)c2cc(NC(=O)CCCCCC(=O)Nc3ccccc3N)ccc2O[C@@H]1CN(C)Cc1ccc2c(c1)OCO2
  A: -74.2 | B: / | C: 0.6 | D: -0.7
> COCCNC(=O)C[C@H]1CC[C@H](NS(=O)(=O)c2ccc(C)cc2)[C@@H](CO)O1
  A: 1.9 | B: / | C: -0.8 | D: -1.0
> COc1ccc(NC(=O)N(C)C[C@H]2Oc3ccc(NC(=O)Cc4cn(C)c5ccccc45)cc3C(=O)N([C@H](C)CO)C[C@H]2C)cc1
  A: -5.9 | B: -10.3 | C: -0.1 | D: -3.5
> C[C@@H](NC(=O)C[C@@H]1CC[C@@H]2[C@@H](COc3ccc(NC(=O)C4CCOCC4)cc3C(=O)N2C)O1)c1ccccc1
  A: 0.4 | B: 9.8 | C: -2.3 | D: -0.8
> C[C@@H]1CCCCO[C@@H](CN(C)S(=O)(=O)c2ccc(F)cc2)[C@H](C)CN([C@@H](C)CO)C(=O)c2cc(NS(C)(=O)=O)ccc2O1
  A: -1.1 | B: 33.2 | C: 0.4 | D: -4.4
> C[C@@H]1CN([C@@H](C)CO)C(=O)c2cc(N(C)C)ccc2O[C@@H](C)CCCCO[C@@H]1CN(C)C(=O)NC1CCCCC1
  A: 5.7 | B: 103.4* | C: 14.0 | D: -3.1
> CC(C)NC(=O)Nc1ccc2c(c1)CC(=O)N([C@H](C)CO)C[C@@H](C)[C@@H](CN(C)C(=O)Nc1ccc(C(F)(F)F)cc1)O2
  A: 8.0 | B: / | C: 0.3 | D: -0.7
> C[C@H](CO)N1C[C@H](C)[C@@H](CN(C)Cc2ccncc2)Oc2ccc(NS(C)(=O)=O)cc2CC1=O
  A: 29.7 | B: 62.5 | C: 0.1 | D: -2.2

# Part of the list above, in CSV form:
Molecule,Pf Dd2 growth,T cruzi growth,GASC1 inh,C diff growth
CNC[C@@H]1OCCCC[C@H](C)Oc2ccc(NC(=O)c3ccncc3)cc2C(=O)N([C@H](C)CO)C[C@@H]1C,/,42.6,-2.8,-1.3
C[C@H](CO)N1C[C@H](C)[C@H](CN(C)C(=O)Cc2ccccc2)Oc2ncc(C#CCN(C)C)cc2C1=O,16.5,/,-1.0,0.2
